Screening data from PubChem.
CCHF vOTU inh = CCHFV vOTU protease inhibitors, primary screen, biochemical, Pep-AMC substrate, fluorescence; inhibition, % at 11.5 µM; 0.55% of 370,000 active; AID 651958, 2012; in the data active means inhibition above about 30%; further: 0% = vehicle wells with enzyme and 100% = no enzyme wells
PfHsp40 rescue = rescue of yeast from PfHsp40 toxicity, primary screen, S. cerevisiae, ATP luminescence. S. cerevisiae expressing PfHsp40, growth rescue. growth rescue, % at 12.5 µM. 0.68% of 340,000 active. AID 504582, 2011; in the data active means growth rescue above about 28%, passing the limit was not always enough; inconclusive means no clear call, values can overlap the other calls;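 further: yeast W303a lacking pdr1 and pdr3 grown in galactose medium; growth measured after three days at 30 °C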
TcdB inh = TcdB glycohydrolase inhibitors, primary screen, biochemical, single point, plate reader; AID 652162, 2013; inhibition, % at 9.99 µM; 0.24% of 350,000 active; Toxin B (Clostridioides difficile), P18177; TcdB glycohydrolase enzymatic assay; in the data active means inhibition above about 10%
Y pestis TopoI = Yersinia pestis topoisomerase I inhibitors, primary screen, biochemical, cleavage product accumulation, plate reader, single point; DNA topoisomerase I (Yersinia pestis CO92); Y. pestis Topo-I cleavage product accumulation; activity, % at 10 µM; 0.064% of 360,000 active; in the data active means activity above about 50%, passing the limit was not always enough; inconclusive means no clear call, values can overlap the other calls; further: inactives centre near 2
PriA SSB inh = inhibitors of Klebsiella pneumoniae PriA binding to SSB C-terminal tail, primary screen, biochemical, AlphaScreen; AlphaScreen SSBct-PriA binding, biotinylated peptide; inhibition, % at 33 µM; PriA–SSB C-terminal tail interaction (Klebsiella pneumoniae); 0.6% of 430,000 active; AID 1272365, 2023; in the data active means inhibition mostly above about 37%, no sharp cut-off; inactive means mostly below about 20%;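 further: plate controls were negative control peptide for no effect and reference peptide for full effect; strong numbers were not always called active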
BH1578 lux ind = inducers of Vibrio cholerae quorum light production without autoinducers, primary screen, BH1578 luxS cqsA deficient, single point; V. cholerae BH1578 lux reporter, luminescence, 6 h; activation, % at 18.7 µM; 0.16% of 350,000 active; in the data active means activation mostly above about 9.7%, no sharp cut-off; inconclusive means no clear call, values can overlap the other calls; inactive means mostly below about 3.7%; further: not every result past the cut was called active; inactives centre near 0; reference of the scale not given here
DUSP3 inh = VHR1 phosphatase inhibitors, primary screen, biochemical, absorbance, uHTS; recombinant VHR phosphatase, pNPP absorbance; AID 1654, 2009; Dual specificity protein phosphatase 3 (Homo sapiens), P51452; inhibition, % at 13.3 µM; 0.52% of 290,000 active; in the data active means inhibition above about 50%; further: some compounds called inactive have numbers as strong as hits
Target sequence (P51452 whole entry, looked up): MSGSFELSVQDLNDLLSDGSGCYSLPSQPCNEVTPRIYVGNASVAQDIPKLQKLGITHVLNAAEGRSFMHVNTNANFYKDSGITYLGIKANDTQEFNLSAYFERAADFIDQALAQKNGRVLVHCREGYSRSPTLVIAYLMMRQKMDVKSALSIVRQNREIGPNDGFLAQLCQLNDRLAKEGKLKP
BoNT-A LC inh2 = BoNT/A light chain protease inhibitors, primary screen, biochemical, flow cytometry, MLPCN library. inhibition, % at 10 µM. Botulinum neurotoxin type A light chain protease (Clostridium botulinum A str. ATCC 3502). multiplex microsphere protease substrate cleavage. 0.17% of 360,000 active; further: plate controls were buffer without enzyme for full effect and enzyme alone for no effect
Anthrax LF inh2 = Bacillus anthracis LF protease inhibitors, primary screen, biochemical, multiplex microsphere, MLPCN library. Lethal factor (Bacillus anthracis), P15917. multiplex microsphere protease cleavage assay. inhibition, % at 10 µM. 0.12% of 360,000 active. AID 588501, 2011; further: plate controls were buffer without enzyme for full effect and enzyme alone for no effect
Target sequence (P15917 whole entry, looked up): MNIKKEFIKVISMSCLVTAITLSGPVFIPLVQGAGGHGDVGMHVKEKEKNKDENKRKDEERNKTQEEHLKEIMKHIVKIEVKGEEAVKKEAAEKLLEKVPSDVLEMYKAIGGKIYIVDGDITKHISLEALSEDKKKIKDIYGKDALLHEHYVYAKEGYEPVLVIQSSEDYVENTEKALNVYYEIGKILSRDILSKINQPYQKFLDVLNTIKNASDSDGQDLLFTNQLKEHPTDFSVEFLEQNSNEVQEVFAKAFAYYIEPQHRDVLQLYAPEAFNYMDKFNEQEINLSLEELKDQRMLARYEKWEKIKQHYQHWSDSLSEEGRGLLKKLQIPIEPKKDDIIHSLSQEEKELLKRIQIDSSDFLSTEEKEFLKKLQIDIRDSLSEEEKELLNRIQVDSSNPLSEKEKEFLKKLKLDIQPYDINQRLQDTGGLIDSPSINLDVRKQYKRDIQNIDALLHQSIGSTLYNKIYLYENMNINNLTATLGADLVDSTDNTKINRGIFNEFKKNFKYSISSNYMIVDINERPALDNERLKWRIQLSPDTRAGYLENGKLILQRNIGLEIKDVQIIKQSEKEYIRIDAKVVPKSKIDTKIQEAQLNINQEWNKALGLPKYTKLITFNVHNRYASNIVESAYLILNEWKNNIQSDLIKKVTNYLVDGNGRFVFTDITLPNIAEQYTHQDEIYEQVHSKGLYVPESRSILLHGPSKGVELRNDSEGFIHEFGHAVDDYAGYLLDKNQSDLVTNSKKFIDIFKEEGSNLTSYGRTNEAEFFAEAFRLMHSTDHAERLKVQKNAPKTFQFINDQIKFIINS
SARS 3CLpro inh = SARS-CoV 3CLpro protease inhibitors, primary screen, biochemical, quenched FRET. Replicase polyprotein 1ab (Severe acute respiratory syndrome coronavirus), P0C6X7. recombinant SARS-CoV 3CLpro, quenched FRET peptide cleavage. inhibition, % at 6 µM. 0.14% of 290,000 active; in the data active means inhibition above about 12%
Starred values were filed as active, the others as inactive; i = inactive; ? = inconclusive; / = not tested or not shown. Unless noted, no stated cut-off is given here; in the data, active means inhibition above about 30%; inconclusive means no clear call, values can overlap the other calls; inactive means below that.

SMILES	CCHF vOTU inh	PfHsp40 rescue	TcdB inh	Y pestis TopoI	PriA SSB inh	BH1578 lux ind	DUSP3 inh	BoNT-A LC inh2	Anthrax LF inh2	SARS 3CLpro inh
Cc1cc(C)n(C(=O)c2ccc(Cn3nc(C)c(Br)c3C)o2)n1	4	1.7	/	-2	-10	-5.3	27	-0.1	-2	5
CC(C)Oc1ccc(OCCSc2nc3ccccc3n2CC(=O)O)cc1	-6	0.7	-0.8	29	-22	0.5	10	-1.3	18	0
COC(=O)C1C(=O)CC(C)(O)C(C(=O)OC)C1/C=C/c1ccccc1 (stereo not given)	1	-0.1	/	1	-8	1.4	19	-0.5	-1	-3
O=C(CCc1nnc2n(Cc3ccccc3Cl)c(=O)c3ccccc3n12)NCCCN1CCOCC1	-5	0.9	0.9	-2	0	-0.3	10	-0.5	0	-2
Cc1ccc(S(=O)(=O)NCCC(=O)N2CCC(C)CC2)cc1	14	0.9	-3.6	-9	-1	-0.4	/	-0.2	-4	/
CC(C)C1C(=O)N(Cc2cn(CCC3OCCCO3)nn2)CCS(=O)(=O)N1Cc1ccc(-c2ccc(Cl)cc2)cc1 (stereo not given)	3	/	0.5	16	/	-0.3	/	-0.4	-4	/
COCCNC(=O)CN1C(=O)C(C)N=C(c2ccccc2)c2cc(Cl)ccc21 (stereo not given)	-13	-0.8	-0.2	3	10	i	21	-3.7	-9	5
COc1ccc(S(=O)(=O)N2CCCCC2)cc1NC(=O)Cc1c[nH]c2ccccc12	-9	0.2	/	-12	0	-0.1	-4	0.9	0	4
CC1(C)CC(=O)C(C=Nc2cc(C(=O)c3ccccc3)ccc2N)=C(O)C1	11	-1.1	0.1	13	32	-2.3	-6	2.1	-7	0
O=[N+]([O-])c1cc(C(F)(F)F)ccc1N1CCCC(O)C1 (stereo not given)	-1	-1.0	0.7	-7	-5	-0.6	24	-0.7	-3	-2
Cc1cc(OCc2cc(C(=O)NCC3(C)COC3)no2)cc(C)c1Cl	16	1.1	0.2	1	3	i	31	-0.6	-2	4
O=C(COc1ccc(Cl)cc1Cl)NCCCn1ccnc1	-7	0.1	/	-6	4	-3.2	14	0.7	-2	1
Cc1nn(-c2ccccc2)c(C)c1/C=C/C(=O)OCC(=O)Nc1ncc(Cl)cc1Cl	13	-1.6	0.7	19	-11	-0.3	2	0.4	1	6
Cc1cnn(-c2cc(N/N=C/c3ccccc3Cl)ncn2)c1	-2	-1.1	/	-6	/	-0.2	-3	-0.1	-1	0
Cc1ccc(CCNC(=O)C2CCCN(S(=O)(=O)c3c(C)noc3/C=C/N(C)C)C2)cc1 (stereo not given)	10	0.7	4.4	18	-13	-0.2	23	-1.0	0	4
O=C(Cc1ccccc1)NC(c1ccco1)c1c(O)ccc2ccccc12 (stereo not given)	-15	-1.3	0.4	-14	7	-0.2	8	-0.3	-1	0
COc1cc(-n2c(=O)c3ccccc3n(Cc3cccc(C)c3)c2=O)cc(OC)c1OC	-10	3.6	1.6	8	4	-0.9	-8	0.1	-4	3
COc1ccc(S(=O)(=O)Nc2c(C)cc(C)cc2C)c2cccnc12	1	-0.8	-1.7	-5	5	-0.2	-2	-0.5	3	-3
CCN(CC)C(=O)c1ccc(Nc2nnc(-c3ccc(O)cc3)c3ccccc23)cc1	-3	4.4	1.2	-8	-5	-0.3	-6	3.6	8	2
O=C1CCC(=O)N1CC(=O)N1c2ccccc2Sc2ccccc21	2	-1.0	/	3	0	i	13	0.7	2	1
O=C(CN(Cc1ccco1)C(=O)c1ccccc1)Nc1ccc(Cl)c(Cl)c1	15	11	/	7	-17	i	22	-0.5	2	-1
CCOc1ccc(N2CC(C(=O)Nc3ccc(S(=O)(=O)N4CCCCC4)cc3)CC2=O)cc1 (stereo not given)	1	1.7	-0.1	2	-12	-0.3	/	/	/	/
Cn1nccc1C(=O)N/N=C/c1c(O)ccc2ccccc12	20	0.5	-0.4	-5	/	-0.2	10	1.0	-1	-5
COc1cccc(/C=N/n2c(SC)nnc2-c2ccccc2)c1O	0	0.5	/	15	/	-5.9	-12	-0.8	-5	-2
Cc1ccccc1NC(=S)N(Cc1ccccn1)Cc1ccccc1Cl	-6	2.8	0.4	32	-9	-0.7	-14	0.4	2	6

Single records (already shown):
Shown for `O=[N+]([O-])c1cc(C(F)(F)F)ccc1N1CCCC(O)C1` (stereo not given) = CCHF vOTU inh: -1; PfHsp40 rescue: -1.0; TcdB inh: 0.7; Y pestis TopoI: -7; PriA SSB inh: -5; BH1578 lux ind: -0.6; DUSP3 inh: 24; BoNT-A LC inh2: -0.7; Anthrax LF inh2: -3; SARS 3CLpro inh: -2
Shown for `COCCNC(=O)CN1C(=O)C(C)N=C(c2ccccc2)c2cc(Cl)ccc21` (stereo not given) = CCHF vOTU inh: -13; PfHsp40 rescue: -0.8; TcdB inh: -0.2; Y pestis TopoI: 3; PriA SSB inh: 10; BH1578 lux ind: i; DUSP3 inh: 21; BoNT-A LC inh2: -3.7; Anthrax LF inh2: -9; SARS 3CLpro inh: 5

Other structures
SMILES	CCHF vOTU inh	PfHsp40 rescue	TcdB inh	Y pestis TopoI	PriA SSB inh	BH1578 lux ind	DUSP3 inh	BoNT-A LC inh2	Anthrax LF inh2	SARS 3CLpro inh
Cn1c(O)c(/C=C2\N=c3ccccc3=C2CCNC(=S)NC2CC2)c(=O)n(C)c1=O	4	-1.9	0.5	1	/	-0.6	8	8.8	-1	3
Cc1cc(C)cc(Oc2nc(C(F)(F)F)nc3ccccc23)c1	13	0.5	/	2	-58	-0.8	16	-0.1	-3	0
COCCn1c(=S)[nH]c2cc(C(=O)N(CCO)Cc3ccccc3)ccc2c1=O	9	0.3	-0.4	8	-7	-0.1	-4	1.7	1	-2
COC(=O)c1ccc(N2C(=O)CC(N(C)CCc3ccc(OC)c(OC)c3)C2=O)cc1 (stereo not given)	-4	451*	/	11	5	0.1	27	-0.5	2	-4
O=C(Nc1ccccc1-c1ccccc1)C1CCCN(c2ncccn2)C1 (stereo not given)	5	-2.0	/	4	-6	-0.4	11	-0.2	-2	4
CCc1nnc(NC(=O)C2CCN(S(=O)(=O)Cc3ccccc3)CC2)s1	3	-0.6	0.4	-8	4	i	-9	-0.2	-2	-3
Cn1c(=O)c2[nH]c(Cc3cccc4ccccc34)nc2n(C)c1=O	0	-1.9	0.5	11	-4	/	/	0.2	2	/
COc1ccc(-c2csc(Nc3ccccc3)[n+]2Cc2ccccc2)cc1	-2	0.0	1.9	5	5	-3.7	-15	-0.2	-5	2
COc1ccc(CNC(=O)C2CCCN(c3nn4c(=O)cc(C)nc4s3)C2)cc1 (stereo not given)	-6	-0.5	1.6	0	2	-0.3	10	0.5	4	-1
COc1cccc(CCNC(=O)c2cc(COc3ccc(C)c(C)c3)on2)c1OC	17	/	0.7	39	/	i	/	0.2	-6	/
COc1ccc(CCNC(=O)C(=O)NCc2ccc(C)cc2)cc1OC	/	-1.4	0.8	1	-12	i	6	-0.4	0	-1
COc1ccc(-c2coc3c(C(=O)NCc4cccc(Cl)c4)cccc23)c(C)c1	2	/	-0.9	21	/	-1.2	/	0.1	-9	/
Cc1cccc2cc(COC(=O)C(C)(C)C)c(=O)[nH]c12	3	0.2	/	-2	-7	4.6	-10	-0.3	0	1
CCC(CC)COC(=O)C1=C(C)NC(=O)NC1c1ccc([N+](=O)[O-])cc1 (stereo not given)	21	0.7	0.8	-1	-7	i	0	3.5	-2	3
O=C(Nc1ccon1)c1sc2ccccc2c1Cl	-14	-0.5	/	4	-22	i	10	0.8	0	5
COc1ccccc1N1CCN(C(CNC(=O)c2ccc3c(c2)OCO3)c2cccnc2)CC1 (stereo not given)	6	-1.4	/	9	-4	-2.6	36	-0.2	-6	8
O=C1NC[C@H](CCCCN2C[C@H](Cc3ccc(O)cc3)N(CCC3CCCCC3)C(=O)C2=O)N(CCC2CCCCC2)C1=O	5	/	1.1	/	/	/	/	1.3	-4	/
CC1Cc2ccccc2N1C(=O)CSc1nnc(-c2ccc(S(=O)(=O)N3CCCC3)cc2)n1C (stereo not given)	1	-0.7	/	32	10	-0.4	4	0.5	1	-1
CCCOC(=O)C1C2C=C[C@]3(CN(CCc4ccccc4)C(=O)[C@H]13)O2 (stereo not given in full)	10	-0.5	/	18	-2	-3.4	17	-0.8	-8	5
COc1cccc(C(=O)O/N=C(\C)c2cnccn2)c1	-1	0.6	0.6	7	/	4.6	8	0.1	-3	2
COc1cc(CCC(=O)Nc2ncc(C)s2)cc(OC)c1OC	-3	1.0	0.2	-1	-21	-0.3	38	-1.7	2	-6
O=C(Nc1ccc(C(=O)N2CCCCC2)cc1)c1cccs1	-4	-1.7	2.4	-3	-14	-0.3	-12	0.9	6	2
COc1ccc(OCC(=O)Nc2ccc3c(c2)nc2n3CCSC2)cc1	-12	-1.1	/	4	-4	-0.2	17	1.1	-1	2
O=C1c2ccncc2C(=O)N1Cc1cccc(Cl)c1	3	0.5	/	8	-15	3.8	8	0.0	-4	-4
NC(=O)CSc1nnc(-c2ccccc2)c(-c2ccccc2)n1	-3	2.8	0.9	5	-8	-0.3	28	-1.6	-2	-4

Later entries.
SMILES	CCHF vOTU inh	PfHsp40 rescue	TcdB inh	Y pestis TopoI	PriA SSB inh	BH1578 lux ind	DUSP3 inh	BoNT-A LC inh2	Anthrax LF inh2	SARS 3CLpro inh
O=C(c1ccccc1)c1nc[nH]c1C(=O)Nc1ccccc1	-2	3.4	/	-6	-7	-1.7	17	-0.8	-5	-1
CCC(C)c1ccc(NC(=S)NC(C)C2CCCO2)cc1 (stereo not given)	12	1.0	0.8	4	10	-0.4	35	0.0	-1	3
CCOC(=O)c1c(C)[nH]c(C(=O)COC(=O)c2ccccn2)c1C	5	1.2	/	7	-1	i	25	1.9	-2	-1
COc1cc2ccnc(Cc3cccc(OC)c3OC)c2cc1OC	3	-0.7	1.3	9	0	-0.6	16	-0.8	3	2
Cc1cc(C)cc(Oc2ccc(S(=O)(=O)N3CCN(C)CC3)cn2)c1	-10	0.1	0.9	11	9	-1.8	/	2.2	6	/
CCN(CC)S(=O)(=O)c1cccc(-c2n[nH]c(=S)n2/N=C/c2ccc(OC(F)F)cc2)c1	22	?	0.2	2	/	-0.6	38	-0.3	0	-2
CCOc1ccc(CCNC(=O)c2cc3c(s2)CS(=O)(=O)C3)cc1OCC	2	0.2	0.9	-2	-14	-0.5	-2	2.2	-4	-1
COc1ccc(N2CCN(C(=O)CN(C)S(=O)(=O)c3cccs3)CC2)cc1	2	-1.1	0.9	4	8	2.2	26	0.7	-1	-3
Cc1ccc(NC(=O)CN2CCN(C(=O)C3CC3)CC2)c(F)c1	0	/	1.0	3	/	-1.3	/	-0.2	9	/
CCS(=O)(=O)N1CCN(C(=O)c2ccco2)CC1	1	4.4	0.3	-10	-1	-0.3	21	0.1	0	4
CC(C)(C)NC(=O)C(c1ccc(F)cc1)N(Cc1cccs1)C(=O)c1ccc(CN2CCOCC2)o1 (stereo not given)	10	-0.9	10.0	4	-18	0.8	20	1.5	-1	3
CC(OC(=O)C1=COCCO1)C(=O)c1ccc(Br)cc1 (stereo not given)	0	-0.7	14*	-3	-4	i	/	-0.4	-7	/
O=C(N/N=C/c1ccc(-c2ccc(Cl)c(C(=O)O)c2)o1)c1cc2c(ccc3ccccc32)o1	-12	-1.6	0.4	-2	i	i	-4	-0.8	-8	12

The list is partial; count on the stated rates, not on these rows.
